Cneo AK release: causes C. neoformans cell lysis. hit rate 0.2% among 360,000. lysis activity, % at 15 µM. adenylate kinase release luminescence, 4 h; normalised: neutral wells 0, clomiphene wells 100;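 active = mean lysis activity across replicates of at least 80%, whatever share of replicates individually reach that level; inactive = mean lysis activity below 80%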
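read-out = cell lysis signal | test system = log-phase Cryptococcus neoformans yeast cells | input = cells at 5 × 10^6 per mL | medium = fresh YPD growth medium | signal = luminescent adenylate kinase detection reagent | timing = 4 h at 37 °C static, read 1 h later | dosing = single dose | controls = Clomiphene as positive lysis control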
C2C12 statin: suppressors of simvastatin-induced myotoxicity in C2C12 myotubes; ATP luminescence, 48 h; scaled: DMSO 0, geranylgeraniol control 100; rescue of ATP level, % at 7.49 µM; hit rate 0.78% among 330,000;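 active = mean ATP rescue above about 67%, or every replicate alone reaching that limit, limit read from the data, passing the limit was not always enough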;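 also: myotubes were challenged with 10 µM simvastatin during compound exposure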
ERAP1 HTS inh: ERAP1 (human) enzyme inhibition | Q9NZ08 | recombinant ERAP1, Leu-AMC fluorescence, 60 min | inhibition, % at 10.7 µM | hit rate 0.15% among 340,000 | AID 652197;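 active = mean replicate inhibition of at least 30%, or all replicates individually reaching that 30% level; inactive = mean below 30% and not every replicate reaching it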;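 also: 0% = neutral control wells and 100% = L-leucinethiol positive control wells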
Target sequence (Q9NZ08 whole entry, looked up): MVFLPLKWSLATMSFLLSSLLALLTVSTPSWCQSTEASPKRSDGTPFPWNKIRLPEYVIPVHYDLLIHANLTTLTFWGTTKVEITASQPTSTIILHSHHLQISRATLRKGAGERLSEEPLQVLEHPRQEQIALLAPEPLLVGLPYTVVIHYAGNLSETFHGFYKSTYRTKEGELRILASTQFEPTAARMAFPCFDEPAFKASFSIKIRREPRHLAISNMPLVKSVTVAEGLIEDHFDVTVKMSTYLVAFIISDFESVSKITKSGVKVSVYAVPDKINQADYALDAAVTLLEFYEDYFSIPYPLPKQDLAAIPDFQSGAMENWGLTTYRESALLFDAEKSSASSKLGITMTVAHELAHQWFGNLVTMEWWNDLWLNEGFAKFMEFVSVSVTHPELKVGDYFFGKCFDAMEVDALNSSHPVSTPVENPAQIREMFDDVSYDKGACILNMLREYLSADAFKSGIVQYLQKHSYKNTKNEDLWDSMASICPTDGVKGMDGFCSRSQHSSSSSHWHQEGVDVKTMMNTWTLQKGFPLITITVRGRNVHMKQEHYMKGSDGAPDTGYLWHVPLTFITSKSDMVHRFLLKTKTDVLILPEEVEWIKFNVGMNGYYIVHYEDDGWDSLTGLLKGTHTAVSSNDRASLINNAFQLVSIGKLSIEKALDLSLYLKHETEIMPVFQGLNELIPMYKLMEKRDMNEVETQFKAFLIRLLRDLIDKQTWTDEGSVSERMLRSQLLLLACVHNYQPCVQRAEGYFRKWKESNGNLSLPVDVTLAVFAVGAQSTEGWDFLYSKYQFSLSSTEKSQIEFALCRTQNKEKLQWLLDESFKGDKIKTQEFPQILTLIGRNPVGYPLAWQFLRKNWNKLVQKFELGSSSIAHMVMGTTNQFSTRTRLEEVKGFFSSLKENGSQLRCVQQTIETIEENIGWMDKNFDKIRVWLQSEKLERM
SIRT5 block: inhibitors of human sirtuin-5 desuccinylase. Purified SirT5, succinyl-peptide AMC, trypsin-coupled fluorescence. inhibition, % at 15 µM. AID 652115. Q9NXA8. hit rate 1.1% among 330,000; in the data active = inhibition above about 15%
PGC1a acetyl inh: lowers PGC1a acetylation signal in U2OS cells | hit rate 0.17% among 350,000 | AID 651687 | AlphaScreen anti-acetyl-lysine; with virally co-expressed GCN5 acetyltransferase | inhibition, % at 15.6 µM;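 active = every replicate shows inhibition of at least 40%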;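 also: 0% = neutral control wells and 100% = positive control wells; some results beyond the cut were filed as inactive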
S100A4 inh HTS: inhibitors of human S100A4 binding to myosin IIA peptide. S100A4/TAMRA-MyoIIA peptide fluorescence polarization. inhibition, % at 10.7 µM. hit rate 0.14% among 360,000;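 active = mean inhibition of at least 70% across replicates, with every replicate also reaching that level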
Target sequence (P26447 whole entry, looked up): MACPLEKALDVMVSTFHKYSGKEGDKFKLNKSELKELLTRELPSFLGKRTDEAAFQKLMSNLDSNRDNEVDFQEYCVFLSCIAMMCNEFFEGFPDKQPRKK
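Material: human S100A4 monomer with TAMRA-labelled myosin IIA peptide; buffer or medium: HEPES pH 7.2 with CaCl2, KCl, NaCl, DTT, Triton; compound dosing: one concentration per compound; schedule: 5 min incubation before reading; benchmarks: neutral control DMSO, positive control TFP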
XiGFP reactiv: X-chromosome reactivation activator; XiGFP mouse fibroblasts, % GFP-positive cells imaging, 3 d; cells co-treated with 5-aza-dC sensitizer; scaled so ellipticine positive control = 100%; activation, % at 7.58 µM; hit rate 0.055% among 360,000;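 active = mean normalized replicate activation at least 10% and every replicate at or above 10%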;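 also: 0% = median of on-plate neutral control wells and 100% = ellipticine 6 µM median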
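System: XiGFP fibroblasts, SV40-immortalized. Medium: DMEM plus 5-aza-dC sensitizer. Doses: single point. Timing: 3 d treatment, 15 min room-temperature fixation. Control set: ellipticine 6 µM.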
LGR2 antag: inhibitors of bursicon-induced Drosophila LGR2 receptor cAMP signaling | HEK293 LGR2, CRE-luciferase, bursicon-stimulated, 4 h | inhibition, % at 9.99 µM | hit rate 0.35% among 380,000 | AID 720647;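 active = drop in luminescence signal, shown as inhibition above about 50% in the replicate tests, limit read from the data, passing the limit was not always enough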;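 also: agonist challenge used bursicon conditioned medium at about half maximal strength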
An asterisk follows results filed as active; . = not tested or not shown. These rows are one share of the data. The share of hits here may be higher or lower than overall.

SMILES	Cneo AK release	C2C12 statin	ERAP1 HTS inh	SIRT5 block	PGC1a acetyl inh	S100A4 inh HTS	XiGFP reactiv	LGR2 antag
CCCCCCCCCC(=O)NNC(=O)c1c(O)c2ccccc2n(CC)c1=O	3	1	13	-6	7	-5	0.0	-6
O=C(/C=C/c1cccc([N+](=O)[O-])c1)c1cccs1	-1	17	1	-2	27	-12	0.0	14
COc1ccc(C)cc1N(CC(=O)NCCSCc1ccco1)S(=O)(=O)c1ccc(C)cc1	-7	-7	0	2	.	5	0.1	4
C[C@H]1CN([C@@H](C)CO)C(=O)c2cccc(NC(=O)Nc3ccc(C(F)(F)F)cc3)c2O[C@@H]1CN(C)S(=O)(=O)c1ccc(F)cc1	-2	43	-8	13	-2	6	-0.7	-6
COc1ccc(C)cc1NC(=O)CSc1nnc(-c2ccc(Br)cc2)o1	3	13	-2	-4	-21	-2	.	-8
COc1ccccc1CN1CC(C(=O)NCc2c(F)ccc(C)c2F)CCC1=O (configuration not stated)	1	3	0	-2	0	-5	1.1	-33
O=C(Nc1ccc(Cl)c(C(F)(F)F)c1)[C@@H]1CC=C[C@@H]2CCN(C3CC3)C(=O)[C@@H]21	-1	4	3	-3	.	-1	-0.1	14
CCOC(=O)/C=C1\SC(C)C(=O)N1CC(=O)N(CCC#N)c1ccccc1 (configuration not stated)	-1	2	0	-7	-9	-3	0.1	-18
Cc1cc(Cl)ccc1NC(=O)CN1CCN(C(=O)c2ccco2)CC1	3	-2	2	-2	.	-7	0.3	8
Cc1ccccc1CS(=O)(=O)CC(O)CN1CCCC1=O (configuration not stated)	2	18	-2	-6	-1	-1	0.5	5
O=C(Nc1cccc([N+](=O)[O-])c1)C1C2CCCCC21 (configuration not stated)	-1	-10	0	1	.	10	0.4	-42
CC(Oc1ccc2c(-c3ccccc3)cc(=O)oc2c1)C(=O)NCCN1CCOCC1 (configuration not stated)	2	0	2	-2	-1	-3	0.0	7
CCCNC(=O)N1CCN(S(C)(=O)=O)CC1	.	.	1	-4	.	0	0.0	-4
CC(=O)OC[C@@H]1CN(Cc2ccccc2)C[C@H](n2cnc3c(N4CCN(c5ccccc5)CC4)ncnc32)O1	1	10	-1	.	.	10	0.1	8
O=C(CN(Cc1ccccc1Cl)C(=O)c1csnn1)NCc1ccc2c(c1)OCO2	-1	-21	-2	-4	3	1	0.0	14
Cc1ccc(NC(=O)CN(C)C(=O)c2cccc(S(=O)(=O)N3CCc4ccccc4C3)c2)cc1	0	3	8	-4	1	7	0.1	13
COc1cccc(-c2ccc3c(c2)[C@H]2[C@H](CCN2S(=O)(=O)c2ccccc2F)[C@@H](CO)N3)c1	1	-51	-1	14	-16	9	0.1	10
Cc1noc(NS(=O)(=O)c2ccc(NC(=O)c3oc4ccc(Cl)cc4c3C)cc2)c1C	-6	4	4	4	-12	-9	0.1	-24
Cc1noc(C)c1NC(=O)Nc1ccc2c(c1)C(=O)N([C@@H](C)CO)C[C@@H](C)[C@H](CN(C)C(=O)Nc1ccccc1)OCCCC[C@H](C)O2	8	19	0	2	-2	-10	0.1	15
CC(C)CN(CC(C)C)C1=N/C(=C\c2ccco2)C(=O)N1c1ccccc1	8	8	.	.	-14	.	.	4

7 compounds picked at random from the list so far, as already listed:
SMILES	Cneo AK release	C2C12 statin	ERAP1 HTS inh	SIRT5 block	PGC1a acetyl inh	S100A4 inh HTS	XiGFP reactiv	LGR2 antag
COc1ccc(C)cc1NC(=O)CSc1nnc(-c2ccc(Br)cc2)o1	3	13	-2	-4	-21	-2	.	-8
O=C(/C=C/c1cccc([N+](=O)[O-])c1)c1cccs1	-1	17	1	-2	27	-12	0.0	14
O=C(CN(Cc1ccccc1Cl)C(=O)c1csnn1)NCc1ccc2c(c1)OCO2	-1	-21	-2	-4	3	1	0.0	14
CCCCCCCCCC(=O)NNC(=O)c1c(O)c2ccccc2n(CC)c1=O	3	1	13	-6	7	-5	0.0	-6
O=C(Nc1cccc([N+](=O)[O-])c1)C1C2CCCCC21 (configuration not stated)	-1	-10	0	1	.	10	0.4	-42
CCOC(=O)/C=C1\SC(C)C(=O)N1CC(=O)N(CCC#N)c1ccccc1 (configuration not stated)	-1	2	0	-7	-9	-3	0.1	-18
C[C@H]1CN([C@@H](C)CO)C(=O)c2cccc(NC(=O)Nc3ccc(C(F)(F)F)cc3)c2O[C@@H]1CN(C)S(=O)(=O)c1ccc(F)cc1	-2	43	-8	13	-2	6	-0.7	-6

The list continues:
SMILES	Cneo AK release	C2C12 statin	ERAP1 HTS inh	SIRT5 block	PGC1a acetyl inh	S100A4 inh HTS	XiGFP reactiv	LGR2 antag
Cc1ccnc(NC(=O)CCC(=O)N(CC(=O)NCCc2ccccc2)c2ccccc2F)c1	2	-23	0	-5	.	3	0.4	1
CN(C(=O)c1ccccc1Cl)C1CCCCC1	-1	5	.	.	2	.	.	-14
COc1ccc(N2C(=O)C(C)(C)C2c2c(O)ccc3ccccc23)cc1 (configuration not stated)	-1	86	-3	-5	-14	-4	0.1	-6
Cc1ccc(S(=O)(=O)Nc2ccc3c(c2)CC(=O)N([C@@H](C)CO)C[C@@H](C)[C@H](CN(C)Cc2ccc(C(F)(F)F)cc2)O3)cc1	.	69*	.	.	-2	.	-0.2	14
COc1ccc(NC(=O)CSc2nnc(C3CCCCC3)n2N)cc1	5	4	-2	2	3	-2	0.4	7
O=C(NCc1ccccc1)c1cc[n+]([O-])cc1	9	7	0	-1	.	3	0.1	10
CN(N=O)c1ccc(CC2CCc3ccccc32)cc1 (configuration not stated)	.	.	1	-3	.	-12	0.0	-41
CCn1cc(C2=NOC(C(=O)Nc3cccc(C(C)=O)c3)C2)c(C)n1 (configuration not stated)	-2	17	1	-1	7	0	.	7
Cc1nn(-c2ccc(C(=O)N3CCN(S(=O)(=O)c4ccccc4C(F)(F)F)CC3)cc2)c(C)c1Cl	-3	5	-1	-33	.	0	-0.5	-3
CC(C)(C)c1cc[n+](CC(=O)Nc2cc(C(F)(F)F)ccc2N2CCOCC2)cc1	.	.	-1	1	1	0	0.0	-19
C[C@@H]1CN([C@@H](C)CO)C(=O)c2cc(C#Cc3cccnc3)cnc2O[C@@H]1CN(C)S(=O)(=O)c1ccccc1F	3	0	2	-1	4	7	-1.3	15
Cc1nc(N)c2c(Cc3cccc4ccccc34)nn(C(C)(C)C)c2n1	1	-37	4	4	.	-3	8.2	.
COCCSc1nnc(NC(=O)c2ccc(NC(=O)C(C)C)cc2)s1	-1	-17	3	2	.	0	0.3	2
O=S(=O)(c1cc(Br)c(Cl)s1)N1CCCC1	1	.	2	-19	-2	-5	0.1	10
CCCC(=O)Nc1ccc2c(c1)C(=O)N(C)C[C@@H](OC)[C@H](C)CN(C(=O)CN(C)C)[C@@H](C)CO2	0	-4	2	-10	5	14	0.4	16
CCc1cc(=O)oc2c3c(cc(OCC(=O)N[C@H](C(=O)O)[C@H](C)CC)c12)OC(C)(C)CC3	-1	8	-1	-43	-2	12	0.1	-7
CCOC(=O)CCNC(=O)N1CCCC(Cc2ccccc2)(C(=O)OCC)C1 (configuration not stated)	7	-1	0	8	1	1	0.1	18
CC(C)NC(=O)N(C)C[C@H]1Oc2cc(C3=CCCC3)ccc2S(=O)(=O)N([C@@H](C)CO)C[C@@H]1C	1	14	3	1	-8	-8	-0.9	9
CC(C)C[C@H]1COc2cc(N3CCN(Cc4ccccc4F)CC3)ccc2S(=O)(=O)N1	.	.	.	-6	.	0	0.0	15
CC1CC(=O)N(CC(=O)Nc2ccc(F)cc2F)c2ccccc2S1(=O)=O (configuration not stated)	9	-10	-1	-1	4	-2	0.0	16
O=C(CN1C(=O)NC2(CCCC2)C1=O)OCc1ccccc1	-3	4	2	1	-11	2	0.0	2
C/C=C/c1cnc2c(c1)C(=O)N([C@@H](C)CO)C[C@H](C)[C@@H](CN(C)C(=O)C1CCC1)O2	.	-6	.	.	6	.	0.3	-13
Cn1c(=O)oc2cc(S(=O)(=O)N3CCC(C(=O)NCC4COc5ccccc5O4)CC3)ccc21 (configuration not stated)	1	-1	4	-3	-3	9	0.1	11
COC(=O)[C@H](CC(C)C)NC(=O)/C=C/[C@H]1O[C@@H](n2cc(C)c(=O)[nH]c2=O)C[C@@H]1O	-3	-2	1	1	14	-2	0.0	5
C[C@H](CO)N1C[C@H](C)[C@H](CN(C)C(=O)Nc2cccc3ccccc23)Oc2ccc(NS(=O)(=O)c3ccc(Cl)cc3)cc2CC1=O	4	16	0	2	-2	0	-0.9	1
COC(=O)[C@H]1C[C@@]2(O)CN(S(=O)(=O)c3ccc(C)cc3)C[C@@]2(OC(=O)NCc2ccc(OC)c(OC)c2)C[C@H]1C(=O)OC	1	2	-1	-4	12	-3	-0.2	10
O=C(Cn1cnc2c(oc3nc4c(cc32)CCCC4)c1=O)Nc1ccccc1	8	19	2	-3	.	-3	0.0	4
CC1(C(=O)O)C=CCN1C(=O)c1ccccc1 (configuration not stated)	-1	.	1	.	-7	-1	0.6	-8
COc1ccc(F)c(CN2CCCC(CNS(=O)(=O)c3cccc4cccnc34)C2)c1 (configuration not stated)	-1	-3	1	-6	1	-4	0.1	12
C[C@H]1CCCCO[C@H](CN(C)C(=O)Nc2cccc3ccccc23)[C@@H](C)CN([C@@H](C)CO)C(=O)c2cc(NC(=O)C3CCCCC3)ccc2O1	50	.	-3	-1	-36	-2	-0.4	-4
COc1cc(OC)c(C(=O)NCc2ccc3c(c2)OCO3)cc1OC	0	-2	3	2	-15	-1	0.1	3
CC=Cc1ccc2n(c1=O)C[C@H]1[C@H](CO)[C@@H](C(=O)NC3Cc4ccccc4C3)N(CCC)[C@@H]21 (mixture of isomers)	-3	11	1	4	.	5	0.0	-9
O=c1oc(CCO)cc2ccccc12	1	-20	-1	1	-6	4	0.5	-3
C/C(=N\NC(=O)c1cc(C)nc2ccccc12)c1ccc([N+](=O)[O-])cc1	0	0	-2	-1	8	-11	2.2	0
O=C(CN1Cc2ccccc2C1=O)Nc1ccc2c(c1)OCCO2	0	0	-3	0	-1	-2	0.0	-12
CO[C@H]1CN(C)C(=O)c2ccc(NC(C)=O)cc2OC[C@H](C)N(C(=O)Cc2cccnc2)C[C@H]1C	0	-4	3	-2	13	1	-0.1	1
O=C(Nc1nccs1)[C@@H]1[C@@H](CO)[C@@H]2Cn3c(cccc3=O)[C@@H]2N1C(=O)C1CCC1	-5	14	1	5	.	7	0.0	1
COc1ccc(S(=O)(=O)N(C)C[C@@H]2Oc3c(NC(=O)NC(C)C)cccc3C(=O)N([C@H](C)CO)C[C@H]2C)cc1	0	.	-4	-2	4	26	-0.9	21
CCCCn1c(N)c(N(Cc2ccccc2OC)C(=O)c2cc(CC)c(C)s2)c(=O)[nH]c1=O	3	-5	-1	-2	3	3	0.0	-15
CC(C)(C)NC(=O)C(c1ccc(O)cc1)N(C(=O)CCC(=O)Nc1nccs1)c1ccc(F)cc1 (configuration not stated)	.	.	10	-1	1	2	0.0	.
CCOC(=O)C1(Cc2ccc(OC)cc2)CCN(C(=O)CN2CCN(CC)CC2)CC1	-2	-4	.	.	5	.	0.0	-10
O=C(N/N=C/c1ccc(Sc2nc3ccccc3[nH]2)o1)c1ccncc1	-1	-6	4	3	-17	-1	0.5	6
Cc1cc(C)n(C2CC(=O)N(c3ccccc3)C2=O)n1 (configuration not stated)	0	2	1	0	10	-2	.	-17
COc1ccc2c3c([nH]c2c1)[C@@H](CO)NCC31CN(C(=O)Nc2ccc3c(c2)OCO3)C1	.	.	0	7	9	-5	0.0	-7

High-throughput results (PubChem BioAssay)
